GPR151 ag – activators of human GPR151, primary screen, cell-based, PathHunter beta-arrestin, luminescence; G-protein coupled receptor 151 (Homo sapiens), Q8TDV0; PathHunter beta-arrestin GPR151 cells; activation, % at 11.2 µM; 650,000 tested, 1% active; in the data active means activation above about 4.9%;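 further: 0% = median of compound wells and 100% = cells with positive control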
Target sequence (Q8TDV0 whole entry, looked up): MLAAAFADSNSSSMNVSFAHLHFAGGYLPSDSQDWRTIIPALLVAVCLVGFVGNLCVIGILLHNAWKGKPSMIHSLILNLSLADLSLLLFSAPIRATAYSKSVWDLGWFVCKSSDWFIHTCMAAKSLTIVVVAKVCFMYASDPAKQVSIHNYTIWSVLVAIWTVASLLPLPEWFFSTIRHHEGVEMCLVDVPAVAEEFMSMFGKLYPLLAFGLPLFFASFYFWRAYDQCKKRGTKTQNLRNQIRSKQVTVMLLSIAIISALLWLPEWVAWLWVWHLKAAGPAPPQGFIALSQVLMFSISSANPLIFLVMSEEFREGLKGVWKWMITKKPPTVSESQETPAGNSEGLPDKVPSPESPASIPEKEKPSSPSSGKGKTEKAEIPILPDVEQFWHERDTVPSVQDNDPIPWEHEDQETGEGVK
TEAD-YAP inh – TEAD-YAP interaction inhibition, primary screen, TEAD-YAP interaction inhibitor project, luminescence, HEK-TIYL cells; TEAD-Gal4/YAP UAS-luciferase luminescence; inhibition, % at 9.12 µM; 640,000 tested, 1.4% active; AID 1259422, 2018; in the data active means inhibition above about 32%;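 further: 0% = median of test compound wells and 100% = reference inhibitor wells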
MITF primary – MITF inhibitors, primary screen, biochemical, AlphaScreen, human; 650,000 tested, 0.91% active; Microphthalmia-associated transcription factor (Homo sapiens), O75030; AlphaScreen MITF homodimerization, bead proximity signal; AID 1259374, 2018; inhibition, % at 2.6 µM; in the data active means inhibition above about 50%;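 further: 0% = vehicle wells with protein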
Target sequence (O75030 whole entry, looked up): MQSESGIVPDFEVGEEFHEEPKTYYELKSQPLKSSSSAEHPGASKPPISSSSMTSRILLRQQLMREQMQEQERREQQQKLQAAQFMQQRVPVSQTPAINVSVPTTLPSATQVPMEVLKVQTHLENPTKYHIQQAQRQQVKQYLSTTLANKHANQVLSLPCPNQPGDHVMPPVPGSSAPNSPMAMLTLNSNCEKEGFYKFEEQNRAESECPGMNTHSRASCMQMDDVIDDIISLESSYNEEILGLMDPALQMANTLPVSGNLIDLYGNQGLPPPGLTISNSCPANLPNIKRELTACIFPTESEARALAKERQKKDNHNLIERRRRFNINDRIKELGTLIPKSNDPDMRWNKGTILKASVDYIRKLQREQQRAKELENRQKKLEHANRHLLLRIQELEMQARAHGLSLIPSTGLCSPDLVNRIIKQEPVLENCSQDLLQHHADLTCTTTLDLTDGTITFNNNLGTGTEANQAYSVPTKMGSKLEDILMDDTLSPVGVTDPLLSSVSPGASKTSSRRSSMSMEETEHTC
FBW7 act – FBW7 E3 ligase activators, primary screen, biochemical, AlphaScreen, human; F-box/WD repeat-containing protein 7 (Homo sapiens), Q969H0; AID 1259310, 2017; normalized activity (activation), % at 26.1 µM; 650,000 tested, 0.13% active; AlphaScreen FBW7–phospho-cyclin E peptide binding, activator screen; in the data active means normalized activity above about 1.9%;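 further: purified mutant Fbw7 with reduced substrate affinity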
Starred values were filed as active, the others as inactive; nt = no result given.

SMILES | GPR151 ag | TEAD-YAP inh | MITF primary | FBW7 act
CC(Cl)c1nc2scc(-c3cccs3)c2c(=O)[nH]1 (stereo not given) | -2.9 | -5 | 12 | 0.6
COc1cc(-c2ccc3c(-c4ccc(C(=O)N5CCN(C)CC5)cc4)[nH]nc3n2)ccc1O | -0.7 | -1 | -2 | 0.3
CCOC(=O)c1sc(NC(=O)C(CC)Sc2nnnn2-c2ccccc2)nc1C (stereo not given) | -0.3 | 8 | 9 | 0.5
CSc1nnc2c(n1)OC(c1cccs1)N(C(C)=O)c1ccccc1-2 (stereo not given) | 0.2 | 5 | -11 | 0.0
COC(C(=O)NC(c1ccccc1)c1nccn1C)c1ccccc1 (stereo not given) | -0.5 | 11 | -3 | 0.0
CCOC(=O)Cc1c(C)nc(-c2ccccc2)[nH]c1=O | -0.9 | -4 | -3 | 0.0
CCn1c(=O)c2sccc2n2c(CCCC(=O)NCc3ccc(F)cc3)nnc12 | -3.4 | 7 | 17 | 0.4
CC(C)(C)C1CCc2oc3ccc(NS(=O)(=O)c4ccccc4)cc3c2C1 (stereo not given) | 0.0 | 0 | -14 | 0.0
COc1cccc(C(=O)NC(=S)Nc2ccc(NC(C)=O)cc2)c1 | 2.4 | -10 | 4 | 0.0
c1nc(COc2nsnc2N2CCOCC2)cs1 | -0.1 | 2 | 4 | 0.0
CC(C)c1ccc(NC(=O)CCN2C(=O)c3ccc([N+](=O)[O-])cc3C2=O)cc1 | -0.3 | -1 | 7 | 0.0
Cn1cccc1C1(C(F)(F)F)NN(c2ccccc2)C(N)=C1C#N (stereo not given) | 0.0 | 2 | 3 | -0.3
COC(=O)C1=C(C)NC2=C(C(=O)CCC2)C1c1ccc(C(F)(F)F)cc1 (stereo not given) | -0.4 | -6 | 0 | 0.1
O=C(COc1ccc(Cl)cc1)Nc1ncccn1 | 0.8 | -15 | -4 | -0.1
Cc1nc2ccccc2c(=O)n1NS(C)(=O)=O | -0.7 | -11 | -29 | 0.0
COc1ccc(-c2nsc(SCC(=O)N3CCOCC3)n2)cc1 | -0.6 | -23 | 2 | -0.2
Cc1[nH]c(C(=O)NC2CCCCCC2)c(C)c1C(C)O (stereo not given) | -0.1 | -4 | 1 | 0.1
COc1ccc(CNc2ccccc2C(=O)O)cc1 | -3.7 | 3 | 6 | 0.1
O=C(Nc1cccc2cccnc12)c1cccc(N2C(=O)CCC2=O)c1 | -0.9 | 7 | 5 | 0.1
CCCCOc1ccc(-c2cc3c(=O)n(CC(=O)NCc4cccc(OC)c4)ccn3n2)cc1 | -0.4 | -4 | 0 | 0.0
CCN(CCNC(=O)CCn1nc(-c2ccc(Cl)cc2)ccc1=O)c1ccccc1 | -1.1 | -3 | -4 | -0.2
O=C(Cc1ccc(O)cc1)NNC(=O)Nc1ccc(Br)cc1Cl | -0.2 | -5 | -3 | 0.2
CC1CN(S(=O)(=O)c2ccc(C(=O)Nc3ccccc3F)cc2)CC(C)O1 (stereo not given) | 0.0 | 0 | -2 | 0.1
CCN(CC)c1nc(C)nc2sc(C(=O)N3CCCCCC3)c(C)c12 | -0.4 | -5 | 2 | 0.0
Cc1ccc(Nc2nc(C3(C)CC(CC(C)C)C(=O)O3)cs2)cc1 (stereo not given) | 0.2 | 6 | -9 | -0.1

The list goes on:
SMILES | GPR151 ag | TEAD-YAP inh | MITF primary | FBW7 act
CSc1ccc(C2C(C#N)=C(N)Oc3n[nH]c(-c4ccccc4)c32)cc1 (stereo not given) | 0.0 | -9 | 2 | -0.1
Cc1cccc(-c2nc(C#N)c(N3CCN(C)CC3)o2)c1 | -0.5 | -36 | 19 | 0.1
CC(C)(C)NC(=O)CN(c1ccc2c3c(cccc13)CC2)S(C)(=O)=O | 2.3 | 4 | 13 | 0.1
CCN(CC)c1c(S(=O)(=O)c2ccccc2)cnc2ccccc12 | -0.5 | -1 | 4 | 0.0
CCOC(=O)NNC(=O)Nc1cccc([N+](=O)[O-])c1 | -0.4 | 7 | 11 | -0.1
Cc1nn(-c2cccc(Cl)c2)c2c1C(c1ccsc1)C(C#N)=C(N)O2 (stereo not given) | 2.9 | 8 | -7 | -0.8
CCN(CC)C(=O)CN(c1ccc(C)cc1)S(=O)(=O)c1ccc(OC)c(OC)c1 | 1.9 | -2 | 11 | 1.1
CC(C)N(C(=O)c1ccc(C(=O)N2CCCCC2)cc1)C(C)C | 0.2 | 8 | 1 | 0.0
CCCNC(=O)CS(=O)Cc1nc(-c2cccc(Cl)c2)oc1C (stereo not given) | 0.3 | 2 | 5 | -0.1
CCOC(=O)C1=CN(Cc2ccc(Cl)cc2)C=C(C(=O)OCC)C1c1ccc(F)c(Br)c1 | -1.6 | 0 | 10 | 0.2
O=C(Nc1cccc(-c2nc3cccnc3s2)c1)c1ccc(Br)o1 | -0.4 | -4 | 7 | 0.4
Nc1c(C(=O)c2ccc(Cl)cc2)sc2nc3c(c(-c4ccc(Cl)cc4)c12)CCCC3 | -1.5 | -1 | 17 | 0.1
N#CC1C(=O)NC(=O)C([n+]2ccccc2)C1c1ccc(O)cc1 (stereo not given) | 0.3 | 15 | 3 | -0.2
Cc1ccc(C)c(NCN2C(=O)CCC2=O)c1 | -0.4 | -1 | 14 | 0.3
CCC(C)NC(=O)C(=O)Nc1cccc(C(F)(F)F)c1 (stereo not given) | -0.2 | 3 | 18 | 0.1
N#C/C(C(=O)N1CCOCC1)=c1/s/c(=C\c2ccccn2)c(=O)n1-c1ccccc1 | -1.3 | -3 | 6 | 0.1
NC(=S)N/N=C/c1cccc(OC(F)F)c1 | 3.5 | 9 | -4 | -0.1
CN(Cc1ccccc1)C(=O)CCC1CCN(C(=O)[C@@H]2C[C@@H]3C=C[C@H]2C3)CC1 | -1.4 | 10 | 19 | 0.5
OC(C[n+]1ccccc1)C[n+]1ccccc1 | 0.6 | 10 | 7 | -0.2
CCOC(=O)Cn1ncn(-c2ccc(C)cc2)c1=O | 0.9 | -2 | 2 | -0.1
CC/C=C\C[C@H]1O[C@H]1C/C=C\C/C=C\C/C=C\C/C=C\CCC(=O)O | -1.0 | nt | 23 | nt
O=C(CCN1CCOCC1)Nc1cccc(F)c1 | -0.6 | -7 | -7 | -0.1
CCOC(=O)N/N=C\c1ccc(OC(=O)c2ccc3c(c2)OCO3)cc1 | -0.8 | 6 | 6 | 0.1
NC(=O)c1c(NC(=O)C2CCCO2)sc2c1CCc1ccccc1-2 (stereo not given) | 0.2 | -21 | -5 | -0.5
Cc1cc(=O)oc2cc(OCC(=O)NNC(=O)c3ccccc3)ccc12 | 2.5 | -6 | -9 | -0.3

Some entries already given, limited to TEAD-YAP inh and GPR151 ag.
SMILES,TEAD-YAP inh,GPR151 ag
Cc1cccc(-c2nc(C#N)c(N3CCN(C)CC3)o2)c1,-36,-0.5
CC(C)(C)NC(=O)CN(c1ccc2c3c(cccc13)CC2)S(C)(=O)=O,4,2.3
CCN(CC)c1c(S(=O)(=O)c2ccccc2)cnc2ccccc12,-1,-0.5

Among those listed so far, these contain a nitro group on carbon:
SMILES | GPR151 ag | TEAD-YAP inh | MITF primary | FBW7 act
CC(C)c1ccc(NC(=O)CCN2C(=O)c3ccc([N+](=O)[O-])cc3C2=O)cc1 | -0.3 | -1 | 7 | 0.0
CCOC(=O)NNC(=O)Nc1cccc([N+](=O)[O-])c1 | -0.4 | 7 | 11 | -0.1

The results go on:
SMILES | GPR151 ag | TEAD-YAP inh | MITF primary | FBW7 act
CCC(Br)C(=O)c1ccc(OC)cc1 (stereo not given) | -0.6 | 10 | 19 | 0.5
CCC(C(=O)N1CCN(C(=O)C(CC)c2ccccc2)CC1)c1ccccc1 (stereo not given) | 0.8 | -8 | 6 | 0.3
Cc1cc2c(cc1S(=O)(=O)NCCCN(C)Cc1ccccc1)OCC(=O)N2 | -0.2 | -5 | -5 | 0.1
CCOC(=O)CNC(=O)Nc1cccc(Cl)c1C | 3.1 | -7 | 10 | 0.6
COc1ccccc1NC(=O)c1c(NCc2ccc(OC)c(OC)c2OC)sc2c1CCC2 | -0.6 | 9 | 5 | 0.5
CCOC(=O)C1=C(C)N=c2s/c(=C\c3c(C)[nH]c4ccccc34)c(=O)n2C1c1ccc(OC)cc1OC (stereo not given) | -0.7 | -11 | -14 | 0.1
Cc1ccc(N2CCN(c3ncnc4sc(C)cc34)CC2C)cc1 (stereo not given) | 0.2 | 19 | 10 | -0.1
CC(=O)c1cc2c(cc1NS(=O)(=O)c1ccc(C)cc1)OCO2 | 0.6 | 4 | 12 | 0.1
O=C(CN1C2CCC1CC(NC(=O)Nc1ccccc1)C2)NCc1ccco1 (stereo not given) | -1.2 | -1 | -1 | -0.1
COc1ccc(OCCOc2ccccc2Cl)c(C=O)c1 | 1.5 | -19 | -10 | 0.0
Cc1ccc(-c2noc(C3CCCN(S(=O)(=O)c4ccc(C)cc4)C3)n2)cc1 (stereo not given) | 0.5 | 7 | 9 | 0.0
Cc1ccc(NC(=O)Cn2c(C)nc3sc(C)c(C)c3c2=O)cc1F | 0.6 | -14 | 7 | -0.2
O=C(N/N=C/CCc1ccccc1)c1cccnc1 | 0.3 | -7 | -12 | 0.0
Cc1ccccc1NC(=S)N(CCN1CCCCC1)Cc1ccco1 | 0.5 | -4 | 10 | -0.1
CC(C)N(C(=O)CSc1nc2sc3c(c2c(=O)n1-c1ccccc1)CCC3)c1ccccc1 | 0.5 | -6 | 1 | 0.3
NS(=O)(=O)c1cccc(NC(=O)/C=C/c2ccccc2)c1 | 0.1 | -17 | 7 | 0.3
O=C(CN1C(=O)NC(Cc2c[nH]c3ccccc23)C1=O)Nc1ccc(SC(F)F)cc1 (stereo not given) | -0.6 | 1 | 7 | 0.0
COc1ccc(C2C3=C(CCCC3=O)Nc3nc(SC)nn32)c(OC)c1 (stereo not given) | 3.5 | -2 | -3 | 0.0
C=CCNC(=O)COC(=O)COc1ccc(Cl)cc1 | -0.4 | -3 | 16 | 0.8
CCOc1ccc(-c2n[nH]c(C(=O)N/N=C/c3ccccn3)c2C)cc1 | 1.0 | 17 | 3 | -0.6
COC(=O)c1ccc(N2N=C(C)/C(=C/c3ccc(O)c(OC)c3)C2=O)cc1 | -0.8 | 9 | 8 | -0.4
COc1ccc(C(=O)NC2CCSC2=O)cc1 (stereo not given) | -0.6 | 5 | 9 | 0.7
COCC(=O)n1nc(-c2ccc(Cl)cc2)nc1NCc1ccccc1 | -0.3 | -15 | 7 | 0.1
CCCn1nnc(NC(=S)NC(=O)c2cccc(OC)c2)n1 | -0.8 | -5 | 5 | 0.0
Cc1cccnc1C(NC(=O)C1CCN(C(=O)OC(C)C)CC1)c1ccccc1 (stereo not given) | -0.3 | 17 | 6 | 0.0

Later entries:
SMILES | GPR151 ag | TEAD-YAP inh | MITF primary | FBW7 act
Cc1cc[n+](CC(=O)Nc2ccccc2)cc1 | 2.2 | 4 | -1 | -0.1
Cc1ccc(Nc2c3c(nc4nncn24)CCC3)cc1 | -0.6 | -6 | 7 | 0.2
COc1ccccc1CC(=O)N1CCC[C@@H]2CN(C(=O)/C=C/c3cccs3)CC[C@H]21 | 0.1 | -18 | -7 | 0.0
O=C(CSc1nnc(NCc2ccccc2)s1)Nc1cccc(Br)c1 | -1.2 | 4 | -9 | -0.1
CCCCCCN1C2=NCCN2c2ccccc21 | 0.7 | 25 | 17 | 0.9
CN1N=C(C(=O)N2CCc3c([nH]c4ccccc34)C2c2ccccc2Cl)CCC1=O (stereo not given) | -0.5 | -65 | 10 | 0.2

Reprinted at random: two records from the list.
SMILES | GPR151 ag | TEAD-YAP inh | MITF primary | FBW7 act
CN1N=C(C(=O)N2CCc3c([nH]c4ccccc34)C2c2ccccc2Cl)CCC1=O (stereo not given) | -0.5 | -65 | 10 | 0.2
O=C(CSc1nnc(NCc2ccccc2)s1)Nc1cccc(Br)c1 | -1.2 | 4 | -9 | -0.1

High-throughput results as filed in PubChem BioAssay.
